Screening results as filed in PubChem BioAssay.
HepG2 viability = qHTS for Inhibitors of TGF-b: Cytotox Counterscreen | HepG2 CAGA-GFP viability, ATP luminescence, 18 h | Potency, µM (highest dose often 46.1 µM), inactives show at the highest dose activity change, negative = cytotoxicity, usual class: cytotoxic | 410,000 tested, 0.76% active | AID 588856, 2011; note: potency is the fitted concentration of half-maximal effect; some results filed as inactive show a strong effect at the top dose
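CellTiter-Glo luminescence gave cytotoxicity after 18 hours at 37 degrees C. The cells were HepG2 CAGA-GFP in 1% FBS DMEM, stimulated with 500 pg/mL TGF-beta after compound addition. %Activity was normalised to no-cell wells (complete cell-killing) and DMSO (no toxicity), and curves were fitted and classified.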
ATXN viability = Viability Counterscreen for Primary qHTS for Inhibitors of ATXN expression. Potency, µM (series often up to 56.7 µM), usual class: cytotoxic. S2 cells (HEK-293 line with an ATXN2-luciferase reporter) viability, CellTiter-Fluor protease fluorescence, 24 h. 400,000 tested, 0.49% active. AID 651635, 2014; note: potency is the fitted concentration of half-maximal effect; nearly all actives have a fitted effect of over 40% in size
EPAC2 ag = qHTS for Agonist of cAMP-regulated guanine nucleotide exchange factor 4 (EPAC2): primary screen; Rap guanine nucleotide exchange factor 4 (Homo sapiens), Q8WZA2; EPAC2 activation, biochemical qHTS; response scale: 100% = 6.5 mM cAMP response; Potency, µM (series often up to 154 µM), inactives show top-dose activation, actives largely listed as activators; 360,000 tested, 0.079% active; AID 720711, 2013; note: potency is the fitted concentration of half-maximal effect; nearly all actives have a fitted effect of over 50% in size
Target sequence (Q8WZA2 whole entry, looked up): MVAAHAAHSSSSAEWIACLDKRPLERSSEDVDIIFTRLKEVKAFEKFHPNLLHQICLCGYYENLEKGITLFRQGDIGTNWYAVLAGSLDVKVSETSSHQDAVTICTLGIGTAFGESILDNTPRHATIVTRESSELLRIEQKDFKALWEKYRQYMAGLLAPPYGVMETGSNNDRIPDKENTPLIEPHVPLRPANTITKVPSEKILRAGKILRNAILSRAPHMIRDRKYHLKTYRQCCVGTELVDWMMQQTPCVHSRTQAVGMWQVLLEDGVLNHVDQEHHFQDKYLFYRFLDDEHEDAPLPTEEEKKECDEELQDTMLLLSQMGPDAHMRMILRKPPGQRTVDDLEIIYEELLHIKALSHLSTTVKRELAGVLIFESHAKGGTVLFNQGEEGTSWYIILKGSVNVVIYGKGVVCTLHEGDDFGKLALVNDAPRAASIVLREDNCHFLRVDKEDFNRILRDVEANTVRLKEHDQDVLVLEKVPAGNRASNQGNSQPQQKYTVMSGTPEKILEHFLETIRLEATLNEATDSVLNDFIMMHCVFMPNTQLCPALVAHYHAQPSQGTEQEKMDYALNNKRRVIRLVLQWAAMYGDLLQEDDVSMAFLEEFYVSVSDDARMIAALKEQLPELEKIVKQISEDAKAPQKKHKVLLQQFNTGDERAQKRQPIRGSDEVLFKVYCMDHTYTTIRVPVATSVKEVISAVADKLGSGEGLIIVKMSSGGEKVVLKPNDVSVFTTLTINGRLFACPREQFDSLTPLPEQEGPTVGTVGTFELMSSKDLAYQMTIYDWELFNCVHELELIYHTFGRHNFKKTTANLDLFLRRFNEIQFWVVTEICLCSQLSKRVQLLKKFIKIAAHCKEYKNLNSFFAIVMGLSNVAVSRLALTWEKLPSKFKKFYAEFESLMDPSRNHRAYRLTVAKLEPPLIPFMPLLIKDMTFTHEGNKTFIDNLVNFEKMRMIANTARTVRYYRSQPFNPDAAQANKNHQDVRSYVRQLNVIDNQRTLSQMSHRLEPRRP
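Setup: EPAC2 100 nM, labeled Rap1B complex 250 nM, free GDP 50 uM. Compound titrations pinned in, brief spin, 5 min room temperature incubation. Kinetic fluorescence read over 30 min, normalized to 6.5 mM cAMP.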
IL2 activator = qHTS of IL-2 Activators; IL-2 activation reporter assay, cell-based qHTS; stimulated with anti-CD3/CD4/CD28 beads; in transgenic mouse T cells; activation, % (series mostly up to about 46 µM); 360,000 tested, 0.065% active; in the data active = activation above about 50%; inconclusive = mostly about 30% to 49%; note: 0% is about no effect
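Quantitative HTS in unstimulated transgenic mouse T cells, with memory T cells as non-tolerant control and PMA/ionomycin as tolerance-bypass control. Compound pretreatment lasted 60 minutes before 18 h bead stimulation; EGFP/DsRed fluorescence read.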
A549 tox = Nrf2 qHTS screen for inhibitors: counterscreen for cytotoxicity; A549 ARE-Fluc cells, CellTiter-Fluor viability, 18-24 h; Potency, µM (series often up to 46 µM), inactives show top-dose activity change, negative = cytotoxicity, usual class: inhibitors; 390,000 tested, 0.16% active; note: potency is the fitted concentration of half-maximal effect; % is set by controls: 0 for no effect and ±100 for the full control effect
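A549 ARE-Fluc cells in 5% FBS OPTI-MEM, 5000 cells/well, rested 2 h then exposed to compounds in concentration-response for 18-24 h at 37 °C. Viability by CellTiter-Fluor fluorescence (Ex 405/Em 525) after 30 min; luciferase luminescence (BugLite, 15 min, RT) read afterwards.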
Nrf2 ARE act = qHTS of Nrf2 Activators. AREc32 ARE-luciferase reporter (MCF7-derived line), luminescence, 24 h. 410,000 tested, 0.31% active. AID 624171, 2012. Potency, µM (series often up to 46.1 µM), for the others: at the top dose activation, hits mostly activators; note: potency is the fitted concentration of half-maximal effect; % of control where 0% means no effect; nearly all actives have a fitted effect of over 65% in size
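AREc32 cells carrying an ARE-driven firefly luciferase, 1000 cells/well in OPTI-MEM with 5% FBS, dosed after overnight attachment and incubated 24 hr at 37 deg C. Steady-Glo luminescence read after 30 min at RT.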
ATXN2 expr inh = Primary qHTS for Inhibitors of ATXN expression; HEK-293 ATXN2-luciferase reporter, luminescence, 24 h; 360,000 tested, 0.72% active; Potency, µM (titrated, usually from 57 µM), inactives show at the top dose activity change, negative = inhibition, actives largely listed as inhibitors; note: potency is the fitted concentration of half-maximal effect; % is set by controls: 0 for no effect and ±100 for the full control effect; nearly all actives have a fitted effect of over 55% in size
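ATXN2-luciferase reporter cells (luciferase flanked by upstream and downstream ATXN2 gene portions) were treated 24 h at 37 °C with compounds at up to 57 uM. SteadyGlo luminescence gave expression; GF-AFC fluorescence gave viability.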
Nrf2 block = Nrf2 qHTS screen for inhibitors | A549 ARE-Fluc reporter, luciferase luminescence, 18-24 h | Potency, µM (titrated, usually from 46 µM), inactives show at the highest dose activity change, negative = inhibition, most hits filed as inhibitors | 360,000 tested, 2.1% active | AID 504444, 2011; note: potency is the fitted concentration of half-maximal effect; % is set by controls: 0 for no effect and ±100 for the full control effect; nearly all actives have a fitted effect of over 60% in size
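Nrf2 function is reported as luminescence of an ARE-controlled luciferase in A549 cells. Compounds were tested at several concentrations, and a CellTiter-Fluor read on the same wells flagged cytotoxicity.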
TGFb SMAD3 inh = qHTS for Inhibitors of TGF-b; Potency, µM (titrated, usually from 46.1 µM), without a hit: at the top dose activity, negative = inhibition, usual class: inhibitors; 410,000 tested, 1.2% active; HepG2 CAGA-GFP TGF-b/SMAD3 reporter, GFP fluorescence, 18 h; TGF-beta stimulated, 500 pg/mL final; note: potency is the fitted concentration of half-maximal effect; % is set by controls: 0 for no effect and ±100 for the full control effect; nearly all actives have a fitted effect of over 65% in size
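Using HEPG2 CAGA-GFP reporter cells at 1000 cells/well, we pinned test compounds, stimulated with recombinant TGF-beta (500 pg/mL final) and measured total well GFP after 18 h.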
The depositor's hits bear a star; i = inactive; ? = inconclusive; . = no result given; [ ] = dose if it differs, or a comment. Unless noted, calls come from the whole dose curve; as a rule, active = well fitted curve in the direction sought with a large enough effect; inconclusive = small, poorly fitted or top-dose-only effect, or another doubt; inactive = no such curve, though single readings can be large; an effect the other way counts as inactive or inconclusive. Random draw from the library (roughly 4.3% active in at least one column).

SMILES	HepG2 viability	ATXN viability	EPAC2 ag	IL2 activator	A549 tox	Nrf2 ARE act	ATXN2 expr inh	Nrf2 block	TGFb SMAD3 inh
CCCCNc1c(-c2ccc(OC)c(SC3CCCCC3)c2)nc2cc(C)ccn12	-50%	?	6%	-0.5	?	0.3%	?	?	20µM*
O=C(NC1CCCCCCC1)c1ccc(S(=O)(=O)N2CCCC2)cc1	-9%	i	3%	-3.4	-3%	0.5%	9%	-12%	11%
COc1cc2ccccc2cc1C(=O)NCC(c1cccs1)N(C)C (centres undefined)	-15%	i	0%	-2.2	14%	3.9%	69%[activator]	?	14%
CCN(CC)CCNCc1ccc(Br)cc1OCC(=O)NCc1ccccc1	-1%	i	14%	0.4	-1%	0.0%	.	0%	0%
CC1(C(=O)Nc2ccc(Cl)cc2)Cc2c(-c3ccc4c(c3)OCO4)ccnc2O1 (centres undefined)	4%	i	10%	-0.1	.	3.0%	-5%	.	13%
O=C(CN(C(=O)c1csnn1)c1ccccc1)NCc1ccc2c(c1)OCO2	-5%	i	3%	0.5	2%	0.2%	12%	?	-14%
CCOC(=O)c1oc2ccc(OC)cc2c1NC(=O)CN1CCN(C)CC1	-19%	i	-4%	-2.9	6%	-0.5%	-13%	3%	0%
O=C(Cc1ccccc1)NCC(=O)OCC(=O)c1cccc2ccccc12	-17%	.	.	.	7%	.	.	5%	4%
Cc1cccc(-n2ncc3c2CCCC3NC(=O)Cn2cccn2)c1C (centres undefined)	2%	i	7%	-3.9	-2%	0.0%	-1%	-8%	6%
O=C(NNS(=O)(=O)c1ccc([N+](=O)[O-])cc1)c1cnn(-c2ccccc2)c1-n1cccc1	-2%	i	9%	1.5	-2%	0.1%	-1%	-20%	-15%
CCn1c(SCC(=O)Nc2nc3ccccc3s2)nnc1-c1ccc(Br)cc1	-4%	i	5%	-0.4	7%	-0.1%	3%	-1%	0%
CCCc1cc(=O)n2[nH]c(-c3ccco3)nc2n1	-9%	i	-5%	-1.2	9%	?	-1%	3%	-5%
CC1CCN(S(=O)(=O)c2cccc(C(=O)NCc3ccco3)c2)CC1	-5%	i	-1%	-0.7	-7%	2.3%	-6%	-17%	-9%
CN1CCN(CC(O)COc2ccc(OCC(O)CN3CCN(C)CC3)cc2)CC1 (centres undefined)	-2%	?	8%	2.7	0%	-0.2%	2%	-3%	-1%
COc1ccc(-c2nc3cc(C)ccn3c2NC(=O)c2ccccc2OC)cc1	-26%	?	0%	0.6	-9%	-0.8%	2%	15%	-20%
[S-]c1nnc(-c2ccc(Br)cc2)n1-c1ccccc1.[Zn+2]	-42%	i	9%	1.6	-3%	-0.8%	-9%	1%	-21%
O=C(CCNC(=O)c1ccco1)NNC(=O)c1ccc(Br)cc1	2%	i	18%	-5.7	0%	3.4%	-9%	15%	9%
CCOc1ccc(NC(=O)c2c(NCc3cccc(OC)c3OC)sc3c2CCC3)cc1	-40%	i	.	.	-1%	15%	1%	.	-20%
COc1ccc(NC(=O)C2=C(C)Nc3ncnn3C2c2ccc(C)o2)cc1 (centres undefined)	1%	i	.	.	0%	0.4%	7%	.	3%
CC(=O)Nc1cccc(NC(=O)C(=O)NCCc2csc3nc(-c4ccccc4F)nn23)c1	1%	i	.	.	-1%	4.6%	11%	.	-4%
CCN1C(=NCCc2c[nH]c3ccccc23)N[C@@H](c2ccccc2)[C@H](C(=O)OC)[C@H]1C	-10%	i	10%	0.1	0%	4.1%	-8%	9%	1%
O=C(CN1CCCCCC1)Nc1ccc(Br)cc1[N+](=O)[O-]	3%	i	-4%	-1.0	15%	0.8%	42%[activator]	18%	?
COc1ccc(-c2cc(C(F)(F)F)nc(S(=O)(=O)CCC(=O)N3CCOCC3)n2)cc1	7%	?	-19%	-0.2	-3%	9.7%	?	-7%	-8%
COc1ccc(C(=O)NNC(=S)NC(=O)c2cccc([N+](=O)[O-])c2)cc1	-24%	i	3%	0.7	-6%	-0.2%	-29%	-29%	-15%
COc1ccc(/C=C/C(=O)OCC(=O)NCCCc2ccccc2)cc1OC	-26%	i	1%	-0.1	1%	0.3%	12%	10%	-14%
COc1cc(C(=O)NCCCN2CCCC2=O)cc(OC)c1OC	-11%	i	5%	-1.1	-1%	-0.6%	2%	11%	6%
COC[C@@H]1CCCN1c1ccc2c(c1)O[C@H](COCc1ccccc1)CN([C@H](C)c1ccccc1)S2(=O)=O	.	?	4%	-1.3	.	-0.7%	8%	.	.
CCc1ccc(-c2csc3nc[nH]c(=O)c23)cc1	-13%	i	6%	0.7	4%	11%	5%	12%	4%
CN(C)CCCN1CC(=O)N2[C@@H](Cc3c([nH]c4ccccc34)C2(C)C)C1=O	-4%	i	16%	-1.1	9%	0.1%	-18%	1%	0%
O=C(CN(Cc1ccc(F)cc1)S(=O)(=O)c1ccc(S(=O)(=O)N2CCOCC2)cc1)Nc1ccccc1	1%	i	-18%	1.7	0%	2.0%	-11%	-2%	0%
CC(O)C(NC(=O)OCc1ccccc1)C(=O)OCc1ccccc1 (centres undefined)	-4%	i	4%	-5.3	1%	0.1%	-7%	-17%	-1%
C=CCNC(=O)c1sccc1Oc1ccc(F)cc1[N+](=O)[O-]	1%	i	2%	-0.6	4%	5.7%	-11%	-12%	-7%
CCOc1ccccc1NC(=O)N1CCC(n2nnc3cc(C)ccc32)CC1	-5%	i	-1%	-2.6	-11%	-0.4%	-30%	-17%	1%
O=C(c1cccc2nc3ccccc3nc12)N1CCOCC1	-2%	i	8%	2.0	-9%	0.0%	0%	?	8%
Cc1c(-c2cccs2)[n+](=O)c2c(n1[O-])CCCCC2	-3%	?	-3%	-3.1	-5%	0.5%	4%	12%	-11%
N#Cc1ccccc1S(=O)(=O)NC(=O)[C@H]1O[C@@H](n2cnc3c(N)ncnc32)[C@H](O)[C@@H]1O	1%	i	5%	0.8	.	-1.0%	4%	.	0%
Oc1ccc(-c2nccc(-c3ccc(Cl)cc3)n2)cc1	4%	.	24%	-0.1	-7%	23%	-7%	?	-13%
CCCCNC(=S)NNc1c(Cl)cc(Cl)cc1Cl	2%	.	3%	-3.2	-3%	-0.8%	-5%	?	3%
O=C(C[C@H]1C(=O)N(CCc2ccccc2)C[C@@H]1c1ccccc1)Nc1ccccc1	-24%	?	8%	-1.2	.	-0.1%	1%	.	-4%
COc1cc(C(C)=O)ccc1OCC(O)CN1CCN(c2ccc(F)cc2)CC1 (centres undefined)	-8%	i	4%	1.2	-8%	2.6%	-12%	-16%	-4%
CCc1ccc(N2C(=O)CN(Cc3cc(OC)c(OC)c(OC)c3)C2=S)cc1	4%	i	-14%	-0.2	-12%	3.3%	-8%	-17%	?
Cn1c(=O)cc(OCCCC(=O)NCCCN2CCN(Cc3ccccc3)CC2)c2ccccc21	-21%	i	-1%	-2.6	?	2.7%	22%	7%	2%
Cc1nc2ccc(S(=O)(=O)NC(C(=O)N3CCN(c4ccc(Cl)cc4)CC3)C(C)C)cc2s1 (centres undefined)	3%	?	.	.	-9%	-0.4%	-11%	-20%	?
CCOC(=O)C1CCN(C(=O)Cn2c(-c3cccs3)cc3cc(Cl)ccc32)CC1	-14%	i	.	.	-8%	1.1%	4%	9%	?
NC(=O)c1nsc(C(=O)N(Cc2cccnc2)C(C(=O)NC2CCCC2)c2ccc(F)cc2)c1N (centres undefined)	4%	.	-3%	-0.5	-4%	0.5%	-17%	-2%	23%
CCCC(=O)Nc1nnc(SCc2cc(=O)n3cccc(C)c3n2)s1	9%	.	.	.	0%	1.8%	.	.	-3%
CCn1cc(C(=O)N2CCN(c3ccccc3)CC2)c(=O)c2cc(S(=O)(=O)N(C)C3CCCCC3)ccc21	-2%	i	.	.	-5%	0.1%	-1%	-23%	?
CCC(C)NC(=O)CCCc1nnc2n(CC(C)C)c(=O)c3sccc3n12 (centres undefined)	-11%	.	.	.	0%	-0.7%	.	-2%	4%
Cc1c(NC(=O)CN2c3cccc4cccc(c34)S2(=O)=O)c(=O)n(-c2ccccc2)n1C	12%	i	-6%	-0.4	13%	-0.2%	-11%	6%	9%
O=[N+]([O-])c1ccc2cn[nH]c2c1	2%	i	11%	-0.4	0%	0.5%	4%	1%	6%
C=CCn1c(CCC(=O)Nc2ccc(C)c(Cl)c2)nnc1SCC(=O)Nc1ccccc1C	-5%	i	-5%	0.0	-2%	3.3%	-11%	-13%	-28%
CCCc1cc(=O)n2[nH]c(NCc3cccs3)nc2n1	-10%	i	-5%	-2.6	-12%	0.0%	1%	-3%	0%
COc1ccccc1N1CCN(C(=O)C(C)NC(=O)c2ccco2)CC1 (centres undefined)	0%	?	2%	0.6	1%	-0.9%	-1%	-3%	8%

Limited to TGFb SMAD3 inh and ATXN2 expr inh, for some of the entries so far:
canonical_smiles | TGFb SMAD3 inh | ATXN2 expr inh
CCC(C)NC(=O)CCCc1nnc2n(CC(C)C)c(=O)c3sccc3n12 (centres undefined) | 4% | .
Cc1c(NC(=O)CN2c3cccc4cccc(c34)S2(=O)=O)c(=O)n(-c2ccccc2)n1C | 9% | -11%
O=[N+]([O-])c1ccc2cn[nH]c2c1 | 6% | 4%
C=CCn1c(CCC(=O)Nc2ccc(C)c(Cl)c2)nnc1SCC(=O)Nc1ccccc1C | -28% | -11%
